# Smad3 inh: blocks human Smad3 binding to FoxH1 peptide. P84022. TR-FRET Smad3/Dy647-FoxH1 peptide binding, europium anti-His. inhibition, % at 25 µM. 0.29% of 88,000 active;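 active means compounds that reduce the energy-transfer binding signal between the protein and its labelled peptide by more than half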;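 further: 0% = Smad3 plus labelled peptide maximal FRET and 100% = peptide-only background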
# Target sequence (P84022 whole entry, looked up): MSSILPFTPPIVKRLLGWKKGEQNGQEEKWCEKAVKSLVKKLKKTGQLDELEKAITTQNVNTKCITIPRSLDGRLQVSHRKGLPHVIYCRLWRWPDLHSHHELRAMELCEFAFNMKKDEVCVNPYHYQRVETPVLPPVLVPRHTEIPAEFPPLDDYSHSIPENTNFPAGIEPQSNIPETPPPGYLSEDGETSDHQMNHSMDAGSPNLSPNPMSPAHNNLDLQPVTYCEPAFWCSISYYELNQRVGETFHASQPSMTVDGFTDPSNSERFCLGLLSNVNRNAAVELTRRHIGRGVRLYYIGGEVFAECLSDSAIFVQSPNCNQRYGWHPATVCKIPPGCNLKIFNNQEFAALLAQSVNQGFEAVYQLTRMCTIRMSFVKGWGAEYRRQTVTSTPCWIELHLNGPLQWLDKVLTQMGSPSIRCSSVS
# CD11b adhes enh: CD11b/CD18-fibrinogen binding enhancement. P05107+P11215. K562 CD11b/CD18 adhesion to fibrinogen, ATPlite luminescence. activation, % at 10 µM. 0.07% of 93,000 active. AID 1499;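 active means 10 µM primary screen giving 50% or more activity, confirmed by 40% or more on retest at that dose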; further: strong numbers were not always called active; reference of the scale not given here
# ERb SRC1 inh: ER-beta (human) coactivator binding inhibition; 1.3% of 86,000 active; Q92731; AID 633; inhibition, % at 25.6 µM; TR-FRET ER-beta LBD / SRC1-Cy5 peptide binding; receptor agonist-loaded with 1 µM estradiol;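 active means compounds whose percent inhibition of the receptor-coactivator binding signal exceeds about 50% in the single-dose screen, limit read from the data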;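 further: 0% = receptor plus peptide wells without compound and 100% = peptide-only wells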
# MT1-MMP txn act: MT1-MMP promoter transcription activation. 0.16% of 86,000 active. HT1080 MT1-MMP promoter luciferase reporter, luminescence, overnight; stronger effect = higher value. activation factor at 10 µM. AID 750;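 active means activation factor of at least 2 for MT1-MMP transcription at 10 µM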
# CD11b adhes inh: blocks human CD11b/CD18 adhesion to fibrinogen | P05107+P11215 | K562 CD11b/CD18 adhesion to fibrinogen, ATPlite luminescence; Mn2+ added to activate the integrin | inhibition, % at 10 µM | 0.54% of 93,000 active;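 active means primary inhibition of 50% or more at 10 µM, then 40% or more on retest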; further: some results filed as inactive read as strong as hits
# Calb biofilm kill: kills Candida albicans biofilms; C. albicans biofilm + clotrimazole, Alamar Blue; inhibition, % at 6 µM; 0.14% of 85,000 active;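 active means inhibition above 20%; inactive means inhibition below 20%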;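 further: preformed 24 hr biofilms exposed to compound for 48 hr; 0% = biofilm without compound and 100% = blank killed by clotrimazole plus chlorhexidine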
# ERa coact pot: ER-alpha (human) coactivator binding potentiation. coactivator binding (% of control), % at 25.6 µM. 1.3% of 86,000 active. TR-FRET ERalpha-LBD/SRC-Cy5 coactivator binding, 2 h; 100 = basal binding, no effect; in the data active means activity above about 200%;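 further: binding measured in presence of low estradiol as agonist stimulus; 0% = peptide alone without receptor and 100% = receptor with peptide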
# sEH activator: activators of human soluble epoxide hydrolase | P34913 | purified human sEH enzymatic activity, activator screen | activation, % at 2 µM | 0.04% of 91,000 active | AID 717; in the data active means activation above about 37%; further: values of inactives mirror those of a sister screen read the other way
# Target sequence (P34913 whole entry, looked up): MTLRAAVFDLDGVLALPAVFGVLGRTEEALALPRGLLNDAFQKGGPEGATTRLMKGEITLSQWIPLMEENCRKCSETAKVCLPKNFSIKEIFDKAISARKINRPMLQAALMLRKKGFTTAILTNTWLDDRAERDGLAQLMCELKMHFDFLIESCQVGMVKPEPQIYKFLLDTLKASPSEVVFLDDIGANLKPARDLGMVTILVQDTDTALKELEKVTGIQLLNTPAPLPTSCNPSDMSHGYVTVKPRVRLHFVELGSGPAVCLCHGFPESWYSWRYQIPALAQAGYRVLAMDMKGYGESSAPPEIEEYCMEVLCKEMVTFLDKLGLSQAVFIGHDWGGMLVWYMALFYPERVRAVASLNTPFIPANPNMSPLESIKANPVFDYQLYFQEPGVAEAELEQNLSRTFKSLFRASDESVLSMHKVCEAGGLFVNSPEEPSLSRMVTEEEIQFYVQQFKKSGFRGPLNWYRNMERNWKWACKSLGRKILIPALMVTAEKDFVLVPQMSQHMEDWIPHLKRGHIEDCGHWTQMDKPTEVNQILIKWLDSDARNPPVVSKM
# sEH inhibitor: soluble epoxide hydrolase (human) inhibition; P34913; recombinant human sEH enzymatic activity assay; inhibition, % at 2 µM; 0.34% of 91,000 active; AID 707; in the data active means inhibition above about 80%; further: values of inactives mirror those of a sister screen read the other way; many of its hits are not listed in these tables
# * = called active by the depositor; · = not tested or not shown; [ ] = another dose, or the depositor's remark. Only part of the results is shown; count on the stated rates, not on these rows.
SMILES,Smad3 inh,CD11b adhes enh,ERb SRC1 inh,MT1-MMP txn act,CD11b adhes inh,Calb biofilm kill,ERa coact pot,sEH activator,sEH inhibitor
COc1cnn(-c2ccccc2)c(=O)c1N(C)C,-9,-3,-8,1.2,11,6,89,2,0
CSc1nnc2c(n1)OC(C1CC=C(C)CC1)Nc1ccccc1-2 (stereo unspecified),5,0,6,1.2,10,5,107,·,·
Cc1ccc(SCC(=O)NCc2ccco2)cc1,5,·,38,1.1,·,8,118,-7,5
CCOc1ccc(CN(C)CC(=O)c2c(N)n(Cc3ccccc3)c(=O)n(CC)c2=O)cc1OC,7,1,-7,1.1,3,3,94,10,-12
O=C(Nc1ccc2nsnc2c1)N1CCCCC1,22,-2,5,1.1,5,-2,107[fluorescence artefact?],-17,17
COc1cc2c(cc1OC)C(C(=O)Nc1cccc(C)n1)C(c1cccnc1)N(C)C2=O (stereo unspecified),-11,1,25,1,-8,3,97[fluorescence artefact?],4,-4
COC(=O)c1ccc(Nc2cc(C)nc3ncnn23)cc1,-1,1,-1,1.2,7,4,109,·,·
C=CCn1c(SCC(=O)/C(C#N)=C(\C)N)nc2sc(C)c(C)c2c1=O,-6,-5,16,1.2,-18,-1,114,-4,4
CC1(C)Cc2c(C#N)c(SCc3nc4ccccc4[nH]3)nc(N3CCOCC3)c2CO1,4,1,3,1.3,-6,6,93,9,-5
CCCCNC(=O)CC1N=C2c3ccccc3N=C(SCC(=O)Nc3ccccc3OC)N2C1=O (stereo unspecified),7,-6,-10,1.1,12,4,93,4,-4
O=S(=O)(NCCSc1ccc(Cl)cc1)c1ccc(F)cc1,-3,·,-12,1,·,0,99,2,-2
Clc1ccc(-c2nnc(SCc3ccon3)o2)c(Cl)c1,14,-1,-2,0.4,12,9,98,-12,15
O=C(CSc1nnc(-c2ccco2)n1-c1ccccc1)NCCc1ccccc1,12[fluorescence artefact?],-1,-2,1.1,2,8,88,·,·
S=c1[nH]nc(C2CC2)n1Cc1ccco1,·,-3,·,·,-1,·,·,0,2
Cc1ccc(CCN2CC(C(=O)NCCCN3CCCCCC3)CC2=O)cc1 (stereo unspecified),66*,74,58*[fluorescence artefact?],1.1,0,4,917*[fluorescence artefact?],·,·
O=c1oc2ccccc2c2c1C(c1ccc(Cl)cc1)Nc1ccc3ccccc3c1-2 (stereo unspecified),·,-2,·,·,4,·,·,11,-10
Cc1c(C(=O)N2CCCC2)sc(NC(=O)c2ccccc2)c1C#N,2,·,-1,1.1,·,3,92,-5,5
CCOc1cccc(-c2nnc3sc(C4CCCCC4)nn23)c1,2,-8,-14,1.4,-12,3,75,·,·
Oc1ccc(-c2[nH]nc(-c3ccccc3)c2-c2nc3ccccc3[nH]2)cc1,·,-1,·,·,-4,·,·,-15,17
COc1ccc(CN(C(=O)CSc2nnc(-c3ccc(F)cc3)o2)c2ccc(F)cc2)cc1,-2,3,-3[fluorescence artefact?],1.1,4,1,109,·,·
CS(=O)(=O)N1CCC(C(=O)Nc2ccc3c(c2)OCCO3)CC1,10,1,1,1.1,-6,4,103,-37,39
O=C(c1cc([N+](=O)[O-])ccc1N1CCCCC1)N1CCCCC1,·,0,·,·,4,·,·,-9,8
COc1ccc(C2C(C(C)=O)=C(O)C(=O)N2c2cccnc2)cc1OC (stereo unspecified),17,-1,-5,1.1,-20,6,78,-15,15
Cc1cccc(NC(=O)c2ccccc2[N+](=O)[O-])n1,·,2,·,·,-1,·,·,6,-5
O=C1c2ccccc2C(O)(c2ncc[nH]2)N1CCc1ccccc1 (stereo unspecified),1,0,-6,·,10,5,103,4,-2

# The closing 2 records of the part above open the next one:
SMILES,Smad3 inh,CD11b adhes enh,ERb SRC1 inh,MT1-MMP txn act,CD11b adhes inh,Calb biofilm kill,ERa coact pot,sEH activator,sEH inhibitor
Cc1cccc(NC(=O)c2ccccc2[N+](=O)[O-])n1,·,2,·,·,-1,·,·,6,-5
O=C1c2ccccc2C(O)(c2ncc[nH]2)N1CCc1ccccc1 (stereo unspecified),1,0,-6,·,10,5,103,4,-2
CN1C(=O)NC(NC(=O)c2ccncc2)(C(F)(F)F)C1=O (stereo unspecified),-3,4,-9,1,-2,4,105,·,·
Cc1ccc(C2CC(=O)NC(SCCC(C)C)=C2C#N)cc1 (stereo unspecified),-1,0,-11,1,12,1,71[fluorescence artefact?],11,-8
Nc1nnc(CC(=O)NCc2ccccc2)s1,0,0,-9,1.1,3,-1,111,5,-5
C=CCOc1ccc(/C(CC)=N/O)c(OC)c1,7,1,-1[fluorescence artefact?],1.2,-18,0,132,-6,5
CCOC(=O)N1CCC(C(N)=O)CC1,-5,-4,-1,1.2,-1,6,130,-7,8
COC(=O)c1cc2c(-c3ccccc3)cc3ccccn3c-2c1C(=O)OC,·,-2,·,·,6,·,·,-6,7
COc1ccc(CCNC(=O)CN(c2ccc(C)cc2)S(=O)(=O)c2c(C)noc2C)cc1OC,-4,0,2[fluorescence artefact?],1,-3,3,120,4,-1
CCOc1ccc2nc(NC3=NCN(CC4CCCO4)CN3)nc(C)c2c1 (stereo unspecified),-4,·,-3,1.2,·,-1,95,-1,-5
N#Cc1ccc(C(c2nnnn2CCc2ccccc2)N2CCCCCC2)cc1 (stereo unspecified),5[fluorescence artefact?],0,-6[fluorescence artefact?],1.1,18,10,117,-42,42
CN=c1sc2ccccc2n1CC(O)COCc1ccco1 (stereo unspecified),1,-1,1,1.1,11,10,91,-1,3
CC1CCCC2(C1)NC(=S)N(c1ccccc1)N2 (stereo unspecified),-11,·,-13,1,·,2,103[fluorescence artefact?],-8,9
CC1Cc2ccccc2N1C(=O)CSc1nc2c(c(=O)n(C)c(=O)n2C)n1Cc1ccccc1 (stereo unspecified),-9,-1,-3,0.9,-18,4,95,·,·
O=C(CCn1[nH]c(=O)c2ccccc2c1=O)NCCO,-6,6,-1,1.1,-2,·,101,-2,4
COc1ccc(C(=O)c2cnc(C(C)C)n2C)cc1,5,-2,10[fluorescence artefact?],1.2,-16,3,97,4,-2
O=S(=O)(c1ccccc1Cl)N1CCC(O)(c2ccc3c(c2)OCO3)CC1,3,0,-4,1.4,-3,4,117,-6,7
CC(=O)c1ccc(-n2nncc2C)cc1,-7,-3,-1,1.2,8,-7,129,2,-3
O=C(CSc1nnc(-c2ccco2)o1)c1ccccc1,4,0,-5[fluorescence artefact?],1.4,4,4,96,-8,8
CC(=O)NC1CC2CCCC(C1)N2S(=O)(=O)c1ccccc1 (stereo unspecified),1,3,-11,1,16,2,96,-11,13
Cc1ccc(C(=O)NCCSC(C)(C)C)cc1,22,2,-2,0.7,-13,0,101,-34,30
COCCn1c(SCC(=O)Nc2cc(C)on2)nnc1-c1c[nH]c2ccccc12,8,2,-17[fluorescence artefact?],1,-7,2,107,·,·
CN1CCN(C(=O)C2CCN(S(=O)(=O)c3cnc[nH]3)CC2)CC1,5,0,-3,1.2,2,-1,103,·,·
CS(=O)(=O)N1CCCC(C(=O)NCc2ccc(F)cc2Cl)C1 (stereo unspecified),13[fluorescence artefact?],5,-13,·,-17,11,93,-26,27
Cc1nc(SCC(=O)Nc2ccc(N3CCOCC3)cc2)nc(C)c1C,8,9,22,1.2,11,5,73[fluorescence artefact?],-2,0
CCOC(=O)c1sc(NC(=O)C2C3C=CC(C3)C2C(=O)O)nc1C (stereo unspecified),3,-5,-2,0.9,-4,-3,190,-2,2
CCOc1ccc(NC2=NCC(=O)N2CCc2ccccc2)cc1,-6,2,-26[fluorescence artefact?],1,-2,10,127,14,-16

# Reformatted field by field: part of the list above.
> O=C(Nc1ccc2nsnc2c1)N1CCCCC1
  Smad3 inh = 22
  CD11b adhes enh = -2
  ERb SRC1 inh = 5
  MT1-MMP txn act = 1.1
  CD11b adhes inh = 5
  Calb biofilm kill = -2
  ERa coact pot = 107[fluorescence artefact?]
  sEH activator = -17
  sEH inhibitor = 17
> COc1cnn(-c2ccccc2)c(=O)c1N(C)C
  Smad3 inh = -9
  CD11b adhes enh = -3
  ERb SRC1 inh = -8
  MT1-MMP txn act = 1.2
  CD11b adhes inh = 11
  Calb biofilm kill = 6
  ERa coact pot = 89
  sEH activator = 2
  sEH inhibitor = 0

# Records above that bear a hit mark in ERb SRC1 inh.
SMILES | Smad3 inh | CD11b adhes enh | ERb SRC1 inh | MT1-MMP txn act | CD11b adhes inh | ERa coact pot | sEH activator | sEH inhibitor
Cc1ccc(CCN2CC(C(=O)NCCCN3CCCCCC3)CC2=O)cc1 (stereo unspecified) | 66* | 74 | 58*[fluorescence artefact?] | 1.1 | 0 | 917*[fluorescence artefact?] | · | ·

# Next section.
SMILES,Smad3 inh,CD11b adhes enh,ERb SRC1 inh,MT1-MMP txn act,CD11b adhes inh,Calb biofilm kill,ERa coact pot,sEH activator,sEH inhibitor
CC1CCCCN1CC(=O)Nc1sc2c(c1C#N)CCC2 (stereo unspecified),-9,-2,53*,1.1,4,11,73[fluorescence artefact?],-8,8
C=CCn1c(CSc2nc3ccccc3s2)nnc1SCC(=O)OCC,-11,-3,-4,0.9,-56,1,104,2,-4
CCOc1ccccc1NC(=O)C1CCCN(S(=O)(=O)c2cccc3nsnc23)C1 (stereo unspecified),·,1,·,1.1,21,·,·,-8,9
CCOC(=O)c1nnc(-c2cccs2)nc1Oc1ccc(Cl)cc1,7,1,12,1.3,5,-1,125[fluorescence artefact?],8,-10
CCCCn1c(=O)[nH]c(=O)c2c1nc(-c1ccncc1)n2CCOC,·,3,·,1,-21,·,·,2,-4
CCc1ccc(C(=O)CC2(O)C(=O)N(CN3CCOCC3)c3ccccc32)cc1 (stereo unspecified),5,-2,-4[fluorescence artefact?],1.4,4,7,109,-2,1
CCOC(=O)COC(=O)c1ccc(Oc2cc(C)nc(SC)n2)cc1,-17,·,16,1.2,·,3,88,7,-2
CCOc1ccc(N2CC(C(=O)NCc3cccc(C)c3)CC2=O)cc1 (stereo unspecified),9[fluorescence artefact?],·,-15,1,·,11,115,·,·
COc1ccc(NC(=O)Cn2nnc(-c3ccccc3N)n2)cc1OC,-2,4,3,1.1,-2,6,110,-6,5
COC(=O)CCC(=O)Nc1cccc(Br)c1,-3,-1,2,1,-15,9,107,-5,5
CCCOC(=O)C(C)n1c(-c2ccccc2)nc2ccccc2c1=O (stereo unspecified),·,12,·,·,-7,·,·,-2,5
COc1ccc(-n2nnnc2SCC(=O)Nc2nnn(C)n2)cc1,7,0,2,·,43,5,120,3,0
Clc1ccc(Cn2nnc(-c3ccc(CN4CCOCC4)cc3)n2)cc1,-3,-4,1[fluorescence artefact?],1.2,4,0,85,2,-3
CCCCN(C(=O)Nc1ccc(OCC)cc1)C1CCN(C(C)=O)CC1,7,-2,-7,1.1,7,6,116,-4,8
O=C(NC1CCCCC1)C(c1ccc(F)cc1)N(Cc1ccco1)C(=O)Cn1nnc2ccccc21 (stereo unspecified),3,23,13[fluorescence artefact?],1.1,-4,2,126[fluorescence artefact?],4,-3
CCOC(=O)c1c(C)nc(-c2ccccc2)nc1N,-7,-3,5,·,-8,·,103,-11,9
COc1cc(C2N(c3ccccn3)C(=O)C3CCCN32)cc(OC)c1OC (stereo unspecified),11,-5,-5,1.1,4,5,113,·,·
CC1(NC(=O)COc2ccccc2-c2ccccc2)CCS(=O)(=O)C1 (stereo unspecified),·,3,·,·,-6,·,·,-18,20
COc1ccc(C(=O)c2c(C(F)(F)F)oc3c2C(=O)c2ccccc2C3=O)cc1,19,5,68*,0.8,19,-6,114,-4,6
O=C(OCC(=O)c1c[nH]c2ccccc12)c1ccco1,15,-3,-5[fluorescence artefact?],1.7,6,4,104,-2,0
O=C(CSc1nnc(COc2ccccc2)n1Cc1ccco1)c1ccc(F)cc1,2,-2,-8,1,15,5,130,0,0
O=C(Cc1ccccc1)n1nc(-c2ccco2)nc1SCc1ccccc1,4,-4,-5,1.3,0,1,89,10,-13
O=C(NCc1ccncc1)C1CCCCC1,-4,-4,-17,1.1,61,2,99,-10,8
CCOc1ccc(C(O)c2nccn2Cc2ccccc2)cc1 (stereo unspecified),·,-1,·,1.2,-6,·,·,-4,5
CC(C)(C)OC(=O)NC(CCNC=C1C(=O)OC(C)(C)OC1=O)C(=O)O (stereo unspecified),6,0,-9,1.1,-4,4,112,-9,9
